Compound activity as filed in PubChem.
CHX counter – affects cycloheximide protein synthesis inhibition readout, counter-screen; cell reporter, cycloheximide protein synthesis inhibition counterscreen; max response, %; hit rate 12% among 300,000; in the data active = max response mostly above about 13%, no sharp cut-off; inactive = mostly below about 14%; also: read at 38.3 µM for the half of the compounds with a filed dose; 0% is about no effect
Sm TGR block – blocks Schistosoma mansoni thioredoxin glutathione reductase. Potency, µM (doses to about 114 µM), inactives show at the highest dose activity change, negative = inhibition, usual class: inhibitors. purified TGR, DTNB reduction, TNB absorbance 405 nm. hit rate 3% among 360,000; also: potency is read from the fitted curve at half-maximal effect; % is scaled to controls: 0 for no effect and ±100 for the full control effect; nearly all actives have a fitted effect of over 60% in size
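Kinetic colorimetric format: TGR-catalysed, NADPH-driven DTNB reduction monitored via TNB absorbance. Enzyme dispensed at 20 nM; compound exposure 15 min at room temperature before reaction start.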
Pf growth 96h – P. falciparum growth inhibition at 96 hour, primary screen for plastid delayed-death inhibitors | Potency, µM (highest dose often 28.7 µM), for inactives: at the highest dose activity change, negative = inhibition, usual class: inhibitors | hit rate 6.9% among 320,000 | P. falciparum luciferase reporter growth, 96 h; also: potency is read from the fitted curve at half-maximal effect; % is scaled to controls: 0 for no effect and ±100 for the full control effect
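Two-generation exposure (96 h) targets delayed-death phenotype. Reporter parasites carrying integrated firefly luciferase, in red cells at 2% hematocrit and 0.05% parasitemia final, kept at 37 C, 5% CO2; luminescence loss indicates inhibition.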
Giardia FBPA inh – blocks Giardia fructose-bisphosphate aldolase activity; Potency, µM (titrated, usually from 59.6 µM), without a hit: top-dose activity, negative = inhibition, most hits filed as inhibitors; A8B2U2; hit rate 0.71% among 290,000; purified Giardia FBPA; also: potency is read from the fitted curve at half-maximal effect; % is scaled to controls: 0 for no effect and ±100 for the full control effect; nearly all actives have a fitted effect of over 55% in size
Target sequence (A8B2U2 whole entry, looked up): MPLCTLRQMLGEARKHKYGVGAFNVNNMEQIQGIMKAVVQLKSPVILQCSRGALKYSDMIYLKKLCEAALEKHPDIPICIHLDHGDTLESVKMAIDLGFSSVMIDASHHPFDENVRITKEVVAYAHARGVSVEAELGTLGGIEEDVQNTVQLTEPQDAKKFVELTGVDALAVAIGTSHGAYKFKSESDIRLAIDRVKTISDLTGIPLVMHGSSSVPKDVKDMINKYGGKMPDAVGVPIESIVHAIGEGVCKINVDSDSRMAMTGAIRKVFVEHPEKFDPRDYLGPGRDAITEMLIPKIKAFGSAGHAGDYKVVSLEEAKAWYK
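Giardia FBPA (40 nM reagent) was preincubated 10 min at RT with compound (up to 57.5 uM final), then substrate plus GAPDH/TPI/NAD/arsenate coupling system with diaphorase/resazurin was added; resorufin fluorescence (525/598 nm) was read after 20 min.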
Pf growth 48h – P. falciparum growth inhibition at 48 hours (one generation). P. falciparum luciferase growth in erythrocytes, 48 h. Potency, µM (titrated, usually from 28.7 µM), for inactives: at the highest dose activity change, negative = inhibition, actives largely listed as inhibitors. hit rate 5.9% among 310,000. AID 504832; also: potency is read from the fitted curve at half-maximal effect; % is scaled to controls: 0 for no effect and ±100 for the full control effect
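Read-out is firefly luciferase luminescence from an integrated reporter in P. falciparum, so falling signal marks reduced parasite growth. Infected erythrocytes were at 2% hematocrit and 0.1% parasitemia (final) in Albumax-supplemented RPMI 1640.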
Shiga toxin inh – inhibitors of Shiga toxin in Vero cells; Vero cells, Shiga toxin protein synthesis inhibition reporter; inhibition, % at 38.7 µM; hit rate 9.2% among 290,000; AID 2315; in the data active = inhibition mostly above about 28%, no sharp cut-off; inactive = mostly below about 43%; also: 0% is about no effect
Numbers without * were called inactive; i = inactive; ? = inconclusive; / = not tested or not shown; & = joins results of further samples; [ ] = remark or other dose. Unless noted, calls follow the shape of the dose curve; as a rule, active = well fitted curve in the direction sought with a large enough effect; inconclusive = small, poorly fitted or top-dose-only effect, or another doubt; inactive = no such curve, though single readings can be large; an effect the other way counts as inactive or inconclusive.

SMILES	CHX counter	Sm TGR block	Pf growth 96h	Giardia FBPA inh	Pf growth 48h	Shiga toxin inh
COc1ccc([N+](=O)[O-])cc1NC(=O)COC(=O)Cc1cc(OC)c(OC)c(OC)c1	-2.4	-0.8%	-23.1%	-29.7%	19.7%	2.5
Cc1cc(NC(=O)c2cc3n(n2)C(C(F)(F)F)CC(c2ccc(Cl)c(Cl)c2)N3)no1 (configuration not stated)	2.1	-4.1%	/	7.9%	?	1.8
Cc1nc(C)c(CC(=O)N/N=C/c2ccc(O)cc2)c(=O)[nH]1	-3.6	4.6%	44.4%[activator]	2.6%	22.2%	12.8
COc1ccc(C(C)=O)c(Oc2cc(NN3CCCCC3)c([N+](=O)[O-])cc2[N+](=O)[O-])c1	1.9	-24.1%	0.0%	9.4%	-14.9%	18.4
CC1(C)CC(=O)C2=C(C1)NCN(Cc1ccc3c(c1)OCO3)C2	1.8	16.9%	?	6.0%	25.7%	9.6
COC(=O)c1oc2c(c1C)C(=O)CCC2	1.5	4.9%	-8.8%	5.0%	2.2%	6.5
COc1cccc2[nH]c3c(N4CCC5(CC4)OCCO5)ncnc3c12	11.4	3.5%	-0.3%	-0.7%	21.1%	10.6
Cc1ccc(-c2cc(C(=O)N3CCN(c4ccccc4O)CC3)c3ccccc3n2)cc1	/	-17.0%	?	/	3.29µM*	/
O=C(COc1cccc2c1CCN(Cc1ccc(Br)cc1)C2=O)N1CCOCC1	-4.7	?	?	1.0%	?	24.5
C=CCSc1cc(C)nc2c(-c3ccc(Cl)cc3)c(C)nn12	-0.3	100.0%[activator]	?	15.3%	/	29.5
COc1ccc(S(=O)(=O)N2CCOCC2)cc1NC(=O)/C=C/c1ccc(F)cc1	/	-2.1%	?	/	?	/
COCCCn1c(C)nc2c(c1=O)c1nc3ccccc3nc1n2CCc1ccccc1	-4.5	1.8%	70.8%[activator]	-5.8%	?	21.7
CN(C)c1nc(SCC(=O)Nc2ccccc2)nc(N2CCOCC2)n1	-0.7	0.0%	?	1.0%	-18.5%	-9.4
CC(C)(C)NCc1cc2ccccc2[nH]c1=O	-0.4	7.5%	0.4%	-9.1%	/	-16.4
Cc1ccc(C(=O)C2=C(O)C(=O)N(Cc3cccnc3)C2c2ccc(OC(C)C)cc2)o1 (configuration not stated)	13.4	-15.0%	-12.6%	/	?	-11.0
CC1CCN(c2c(NCC3CCC(C(=O)NCCC4=CCCCC4)CC3)c(=O)c2=O)CC1 (configuration not stated)	3.9	1.2%	?	0.2%	7.38µM*	-2.7
O=C(N1CCCCCC1)N1CCN(C(=O)N2CCCCC2)CC1	-0.8	7.7%	/	0.1%	15.7%	39.8
O=C(NCc1cccc(C(F)(F)F)c1)C1CC(c2cccc(F)c2)=NO1 (configuration not stated)	-2.8	6.4%	69.7%[activator]	-5.0%	50.3%[activator]	-3.8
Cc1ccc(S(=O)(=O)N2CCN(C(=O)CCn3cncn3)CC2)cc1	-1.6	1.0%	?	-0.5%	-11.7%	-3.5
O=S(=O)(Nc1cccc(-c2cn3c(n2)SCC3)c1)c1ccc(F)cc1F	5.3	-8.2%	-24.3%	/	-28.7%	3.3
Cc1cnc(CNC(=O)C2CCC(=O)N(CCc3cccc(F)c3)C2)[nH]1 (configuration not stated)	-2.1	-11.2%	-14.3%	/	?	-5.5
O=C(C1CCN(Cc2ccccc2)CC1)N1CCCC1	-0.2	3.7%	/	-19.1%	5.6%	-6.1
CCCC(=O)Nc1ccc2oc(-c3ccc(OC)c(Br)c3)nc2c1	21.5*	2.2%	?	0.9%	?	65.3
COc1ccc(C(CC(=O)O)NS(=O)(=O)c2ccc(C)cc2)cc1 (configuration not stated)	8.0	-11.0%	/	-2.1%	34.6%[activator]	38.8

Among those listed so far, 2 contain an aryl thioether with sulfur outside any ring.
SMILES	CHX counter	Sm TGR block	Pf growth 96h	Giardia FBPA inh	Pf growth 48h	Shiga toxin inh
C=CCSc1cc(C)nc2c(-c3ccc(Cl)cc3)c(C)nn12	-0.3	100.0%[activator]	?	15.3%	/	29.5
CN(C)c1nc(SCC(=O)Nc2ccccc2)nc(N2CCOCC2)n1	-0.7	0.0%	?	1.0%	-18.5%	-9.4

More compounds:
SMILES	CHX counter	Sm TGR block	Pf growth 96h	Giardia FBPA inh	Pf growth 48h	Shiga toxin inh
Cc1ccc(-n2c(C)nnc2SCC(=O)NC2CC2)cc1	1.9	-0.3%	11.5%	/	11.9%	-29.3
Clc1ccc(-c2nnc3c4ccccc4nc(N4CCOCC4)n23)cc1Cl	10.7	2.7%	?	0.8%	-11.1%	23.4
Cc1ccc(NC(=O)CSCC(=O)Nc2ccc(N3CCOCC3)cc2N2CCOCC2)cc1	/	-5.6%	-5.6%	/	?	/
Fc1cccc(CN2CCN(c3ncccn3)CC2)c1	6.2	4.7%	/	?	2.7%	-11.3
COc1ccc(C2SCCN2S(=O)(=O)c2ccccc2)cc1OC (configuration not stated)	5.3	-0.2%	31.4%[activator]	-3.7%	-6.4%	-10.7
CCOC(=O)Cc1csc(NC(=O)c2ccoc2C)n1	29.3*	-25.1%	/	0.7%	72.5%[activator]	83.6*
COc1cccc(NC(=O)C2CC(=O)OC23CCOC(C)(C)C3)c1 (configuration not stated)	12.5	0.5%	?	6.0%	2.0%	11.6
CCc1ccc(NC(=O)Nc2ccc3c(c2)CCC3)cc1	31.9*	-0.9%	21.6%	/	46.9%[activator]	61.6*
CCCCc1ccc(-c2csc(/C(C#N)=C\c3ccc(C)o3)n2)cc1	1.6	-1.6%	121.2%[activator]	4.1%	34.9%[activator]	-5.8
COc1ccc(-c2cc(O)cc(O)c2)cc1	33.4*	10.7%	/	-0.6%	174.6%[activator]	50.1*
CCN(CC)C(=O)CSc1nnc(COc2ccccc2)n1N	-3.1	0.0%	?	3.5%	31.4%[activator]	14.9
Cc1cc(C)c(NC(=O)Cn2c(=O)c3cccn3c3ccccc32)c(C)c1	1.0	-1.6%&-12.2%	?	/	6.2%	-2.6

Of the compounds above, these have a CF3 group:
SMILES	CHX counter	Sm TGR block	Pf growth 96h	Giardia FBPA inh	Pf growth 48h	Shiga toxin inh
Cc1cc(NC(=O)c2cc3n(n2)C(C(F)(F)F)CC(c2ccc(Cl)c(Cl)c2)N3)no1 (configuration not stated)	2.1	-4.1%	/	7.9%	?	1.8
O=C(NCc1cccc(C(F)(F)F)c1)C1CC(c2cccc(F)c2)=NO1 (configuration not stated)	-2.8	6.4%	69.7%[activator]	-5.0%	50.3%[activator]	-3.8

Further entries
SMILES	CHX counter	Sm TGR block	Pf growth 96h	Giardia FBPA inh	Pf growth 48h	Shiga toxin inh
O=C(OCc1c(-c2ccccc2)ncc2ccccc12)c1ccc(Cl)cc1Cl	/	-1.3%	?	/	?	/
Cc1ccccc1NS(=O)(=O)c1ccc(C2CNC(=O)C2)cc1 (configuration not stated)	2.0	20.6%	/	9.9%	-9.3%	8.4
O=C(NNC(=S)NC1CCCCC1)c1ccccc1Br	8.6	6.5%	?	/	13.1µM*	2.0
COc1ccc(/C=C/CN2CCCC(CO)(Cc3cccc(Cl)c3)C2)cc1 (configuration not stated)	-1.6	19.6%	12.4%	-1.1%	13.1µM*	2.1
COc1cccc(SCc2noc(C(=O)NCC3CCCO3)c2C(=O)O)c1 (configuration not stated)	-8.1	0.0%	12.2%	11.7%	-2.3%	-26.7
CCc1ccc(N2CC(C(=O)NC3CC3)CC2=O)cc1 (configuration not stated)	4.1	12.2%	?	/	6.6%	-8.0
O=C(CNS(=O)(=O)c1ccc(Br)s1)N1CCN(c2ccc(F)cc2)CC1	3.2	-6.0%&-6.6%	38.4%[activator]	-0.6%	-3.3%	-11.7
CC(Oc1ccc(Br)cc1Cl)C(=O)Nc1ccncc1 (configuration not stated)	-4.1	-5.9%	203.2%[activator]	-3.6%	?	/
Cc1ccc(OCC(O)Cn2c(=N)n(CCN3CCCCC3)c3ccccc32)cc1 (configuration not stated)	-3.9	10.0%	3.0%[5.75 µM]	-2.7%	3.7µM*	-5.9
COc1ccc(C(=O)Nc2c(-c3ccccc3)nc3ccccn23)c(OC)c1	9.0	-13.4%	33.9%[activator]	0.5%	?	-7.9
CCc1ccc(N2CC(C(=O)Nc3ccc4c(c3)OCO4)CC2=O)cc1 (configuration not stated)	/	0.4%	12.1%	/	-0.7%	/
O=C(CSc1nc2[nH]ncc2c(=O)[nH]1)Nc1ccc(F)cc1	/	1.1%	-3.5%	/	-26.2%	/
Cc1onc(-c2ccccc2)c1C(=O)Nc1ccc2c(c1)OCO2	15.5	-1.1%	?	-1.6%	?	14.1
CCC(=O)c1ccc(OCC(=O)Nc2ccc(N3CCCCC3)cc2)cc1	/	-18.0%	-24.7%	/	-22.5%	/
COc1ccc(F)cc1S(=O)(=O)N1CCN(C(=O)c2ccco2)CC1	-1.0	-17.3%	10.4µM*	8.1%	1.3%	-6.2
COC(=O)c1sccc1NN1C(=O)c2ccccc2C1=O	28.6*	-0.2%	60.9%[activator]	5.6%	37.2%[activator]	35.9
CC1(C)C=Cc2c(c3c(c4c(=O)c(-c5ccc(O)cc5)coc24)OC(C)(C)CC3)O1	0.7	-22.0%	9.28µM*	1.6%	?	-15.2
Cc1ccc(C(CNC(=O)C(=O)Nc2ccc3c(c2)OCCO3)N2CCN(C)CC2)cc1 (configuration not stated)	/	-5.3%	-0.8%	/	7.38µM*	/
CCc1cccc(CC)c1NC(=O)COn1nnc2ccc(C(F)(F)F)cc21	-2.9	-10.7%	10.6%	2.7%	0.1%	-4.3
Cc1ccc(OCCCC(=O)Nc2ccc(Cl)c(S(=O)(=O)N3CCOCC3)c2)cc1	/	-2.4%	10.4µM*	/	?	/
CCOc1ccc(NC(=O)N2CCC(NC(=O)C(Cc3ccc(OC)c(OC)c3)NC(C)=O)CC2)cc1 (configuration not stated)	-1.9	-16.7%	73.4%[activator]	0.8%	0.1%	7.2
Clc1ccc(-n2nnc(-c3nccs3)n2)cc1Cl	28.5*	-4.4%	i	-8.9%	327.6%[activator]	73.7*
Cc1cc(C(=O)CSc2n[nH]c(N)n2)c(C)n1-c1ccc2c(c1)OCO2	10.0*	-0.5%	11.7µM*	5.1%	-25.3%	38.3
O=C1CN(C(=O)/C=C/c2ccccc2F)c2ccccc2N1	27.4*	-12.4%	30.2%[activator]	-7.7%	0.0%	75.5*
CCCn1c(N)c(C(c2ccc(OC)cc2)N2CCN(c3ccccc3)CC2)c(=O)[nH]c1=O (configuration not stated)	8.2	2µM*	?	-0.3%	/	-1.9
O=C(NC(Cc1c[nH]c2ccccc12)C(=O)O)c1ccc(F)cc1 (configuration not stated)	3.7	-3.3%	86.5%[activator]	2.7%	11.1%	2.1
CS(=O)(=O)N(CC(=O)Nc1cccc(F)c1)c1cccc([N+](=O)[O-])c1	2.6	7.3%	17.0%	/	33.9%[activator]	-5.0
CCOC(=O)c1cnc(-n2[nH]c(C)cc2=O)[nH]c1=O	6.7	-10.5%	?	?	-3.1%	1.6
Cc1ccc(NS(=O)(=O)c2cn(C)c(=O)n(C)c2=O)cc1C	-1.9	8.5%	8.9%	-4.2%	22.8%	10.2
O=C(CC1C(=O)NCCN1C(=O)c1ccc(F)cc1)OCc1ccccc1 (configuration not stated)	-3.6	-2.2%	0.6%	6.2%	-17.8%	-7.9
COc1cc(C(=O)NCC(=O)Nc2c(C)cccc2C)ccc1OCc1ccccc1	/	-8.8%	-49.6%	/	?	/
Nc1ncc(-c2cc3ccccc3oc2=O)s1	43.5*	0.0%	-0.6%[5.75 µM]	6.0%	186.0%[activator]	85.0*
COc1ccc(C(=O)Nc2ccnn2C2CCN(Cc3cn(C)nc3C)CC2)cc1	-3.9	-21.6%	42.0%[activator]	/	10.1%	12.9
CCOc1ccc(S(=O)(=O)N2CCN(C(=O)c3cc(C4CC4)nn3-c3ccccc3)CC2)cc1	/	6.0%	?	/	4.65µM*	/

Compounds were not picked by outcome; about 24% have a hit in one of these screens.
